Assay outcomes as filed in PubChem.
All columns: NCI-60 one-dose screen, growth in % after 48 h at 10 µM unless noted; 100 = growth as untreated, 0 = no growth, -100 = all killed.
UACC-62 = UACC-62 melanoma; 81,000 compounds, 5.4% hits; AID 1794756
M14 = M14 melanoma. AID 1794745. 80,000 compounds, 6.2% hits
SK-MEL-5 = SK-MEL-5 melanoma | 80,000 compounds, 6.4% hits | AID 1794755
EKVX = EKVX NSCLC. 71,000 compounds, 3% hits. AID 1794765
A549/ATCC = A549/ATCC NSCLC; 81,000 compounds, 3.7% hits; AID 1794740
SK-MEL-28 = SK-MEL-28 melanoma; AID 1794761; 81,000 compounds, 4.1% hits
HOP-92 = HOP-92 NSCLC cells. 71,000 compounds, 6.3% hits. AID 1794738
UACC-257 = UACC-257 melanoma. AID 1794764. 78,000 compounds, 4.4% hits
Starred values were filed as active, the others as inactive; & = joins results of further samples; ! = not active in a repeat. Rule for the calls: active = growth percent below 10; inactive = the rest. Outcome played no part in choosing rows; 9.8% or so of the library scored in one or more.

What do the screens show for `COc1ccc(N2CCN(CCC3=C(C)NC4OC(c5ccccc5)=NN4C3=O)CC2)cc1` (stereo not drawn)?
UACC-62: 85; M14: 102; SK-MEL-5: 98; EKVX: 96; A549/ATCC: 103; SK-MEL-28: 106; HOP-92: 106; UACC-257: 107

Results for O=C(c1ccc([N+](=O)[O-])cc1)N1CCOCC1 ?
UACC-62: 91; M14: 98; SK-MEL-5: 105; A549/ATCC: 106; SK-MEL-28: 105; HOP-92: 88; UACC-257: 85

How did CC(C)(O)CNC(=O)c1cccc([N+](=O)[O-])c1 do in these assays?
UACC-62: 107; M14: 106; SK-MEL-5: 101; EKVX: 104; A549/ATCC: 105; SK-MEL-28: 106; HOP-92: 83; UACC-257: 108

Results for CCOC(=O)C1CCN(S(=O)(=O)c2ccc3c(c2)CN(C(=O)C(F)(F)F)CC3)CC1 ?
UACC-62: 101; M14: 105; SK-MEL-5: 99; EKVX: 86; A549/ATCC: 102; SK-MEL-28: 106; HOP-92: 89; UACC-257: 100

How did CCCCCCC1N=C(N)N=C(N)N1c1cccc(Cl)c1 (stereo not drawn) do in these assays?
M14: 32; SK-MEL-5: 28; EKVX: 77; A549/ATCC: 35; SK-MEL-28: 40; HOP-92: 15; UACC-257: 64

How did COC(=O)/C=C/c1ccccc1 do in these assays?
UACC-62: 110; M14: 101; SK-MEL-5: 104; EKVX: 94; A549/ATCC: 94; SK-MEL-28: 102; HOP-92: 97; UACC-257: 101

Results for CCOC(=O)c1c(CN2CCN(C)CC2)nc2ccc(Cl)cc2c1-c1ccccc1 ?
UACC-62: 86; M14: -25*; SK-MEL-5: 18; EKVX: 66; A549/ATCC: 67; SK-MEL-28: -23*; HOP-92: 31; UACC-257: -38*

Results for CC#Cc1nc2ccccc2c(=O)[nH]1 ?
UACC-62: 50; M14: 52; SK-MEL-5: -10*; A549/ATCC: 72; SK-MEL-28: 54; HOP-92: 93; UACC-257: 48

Results for CC(=O)N1N=C(c2ccc(Nc3nc(NCCO)nc(NCCO)n3)cc2)CC1c1ccc(C(F)(F)F)cc1 (stereo not drawn) ?
UACC-62: 106; M14: 101; SK-MEL-5: 90; EKVX: 91; A549/ATCC: 83; SK-MEL-28: 98; HOP-92: 98; UACC-257: 91

Results for CSc1nc(N)c2[nH]c(-c3cc4ccccc4[nH]c3=O)nc2n1 ?
UACC-62: 83; M14: 77; SK-MEL-5: 100; EKVX: 103; A549/ATCC: 71; SK-MEL-28: 116; UACC-257: 104

How did c1ccc(Nc2cccc3ccccc23)cc1 do in these assays?
UACC-62: 95; M14: 107; SK-MEL-5: 106; EKVX: 94; A549/ATCC: 95; SK-MEL-28: 124; HOP-92: 90; UACC-257: 101

What do the screens show for `COc1cc(NS(C)(=O)=O)ccc1Nc1c2ccccc2nc2c(C)cccc12`?
UACC-62: 1.5*!; M14: 12&19; SK-MEL-5: 2.9*; A549/ATCC: -63*; SK-MEL-28: 21&22; HOP-92: -18*; UACC-257: 16

How did CCC(C)COC(=O)Nc1cccc(Cl)c1 (stereo not drawn) do in these assays?
UACC-62: 99; M14: 104; SK-MEL-5: 92; EKVX: 106; A549/ATCC: 82; SK-MEL-28: 110; HOP-92: 102; UACC-257: 92

How did O=[N+]([O-])c1cccc(-c2nnc3c(/C=C/c4ccc(F)cc4)nc4ccccc4n23)c1 do in these assays?
UACC-62: 85; M14: 108; SK-MEL-5: 91; EKVX: 96; A549/ATCC: 95; SK-MEL-28: 107; HOP-92: 80; UACC-257: 107

What do the screens show for `N#C/C(=C/c1c(Cl)cccc1Cl)C(N)=O`?
UACC-62: 70; M14: 81; SK-MEL-5: 100; EKVX: 117; A549/ATCC: 97; SK-MEL-28: 98; HOP-92: 80; UACC-257: 96

Results for COc1ccccc1N1CCN(CCn2c(=O)c3c(c4ccccc4n3C)n(C)c2=O)CC1 ?
UACC-62: 92; M14: 99; SK-MEL-5: 96; EKVX: 106; A549/ATCC: 71; SK-MEL-28: 115; HOP-92: 92; UACC-257: 91

What do the screens show for `O=S(=O)(O)c1ccc(N/N=C/c2ccccc2O)cc1`?
UACC-62: 107&87; M14: 107&103; SK-MEL-5: 103&101; EKVX: 100&109; A549/ATCC: 104&107; SK-MEL-28: 122&107; HOP-92: 110; UACC-257: 105&105

What do the screens show for `O=S(=O)(O)C1(O)CCCCC1`?
UACC-62: 97; M14: 91; SK-MEL-5: 93; A549/ATCC: 99; SK-MEL-28: 102; HOP-92: 101; UACC-257: 102

What do the screens show for `Clc1ccc(Nc2nc(Nc3ccc(Cl)cc3)nc(Nc3ccc(-c4cc(-c5cccc(Cl)c5)on4)cc3)n2)cc1`?
UACC-62: 105; M14: 95; SK-MEL-5: 88; EKVX: 83; A549/ATCC: 91; SK-MEL-28: 108; HOP-92: 60; UACC-257: 108

Results for Oc1cncc(-c2ccc3ncnc(N4CCc5cc(F)c(Cl)cc54)c3c2)c1 ?
UACC-62: 72; M14: 78; SK-MEL-5: 78; EKVX: 59; A549/ATCC: 40; SK-MEL-28: 78; HOP-92: 41; UACC-257: 91

Results for Brc1ccc2c(c1)c(-c1nc(-c3c[nH]c4ncccc34)cs1)cn2CCCN1CCCCC1 ?
M14: -81*; SK-MEL-5: -59*; EKVX: 50; A549/ATCC: -70*; SK-MEL-28: -85*; HOP-92: 32; UACC-257: 66

How did O=C(Nc1ccc(F)c(F)c1)c1cc(-c2ccc(F)cc2F)ccc1O do in these assays?
UACC-62: -18*; SK-MEL-5: -80*; EKVX: 8.2*; A549/ATCC: 9.0*; SK-MEL-28: 20; HOP-92: -19*; UACC-257: -9.0*

How did O=C(O)CN1C(=O)c2ccccc2C1=O do in these assays?
UACC-62: 95&97; M14: 95&97; SK-MEL-5: 99&98; EKVX: 105&101; A549/ATCC: 97&100; SK-MEL-28: 113&93; HOP-92: 109&91; UACC-257: 97&105

What do the screens show for `Fc1cc2c(cc1Cl)N(c1ncnc3ccc(-c4cnc5cncn5c4)cc13)CC2`?
UACC-62: 89; M14: 93; SK-MEL-5: 103; EKVX: 82; A549/ATCC: 92; SK-MEL-28: 97; HOP-92: 87; UACC-257: 104

What do the screens show for `CN(C)CCc1c[nH]c2ccc(C[C@H]3COC(=O)N3)cc12`?
UACC-62: 111; M14: 101; SK-MEL-5: 105; EKVX: 108; A549/ATCC: 97; SK-MEL-28: 133; HOP-92: 110; UACC-257: 95

What do the screens show for `O=[N+]([O-])c1ccc(N/N=C\c2ccc(Cl)c(Cl)c2)nc1`?
UACC-62: 98; M14: 114; SK-MEL-5: 118; EKVX: 92; A549/ATCC: 96; SK-MEL-28: 111; UACC-257: 95

How did CC(=O)c1cc2c(N)c(C(=O)Nc3cncc4ccccc34)sc2nc1C do in these assays?
UACC-62: 76; M14: 94; SK-MEL-5: 99; EKVX: 100; A549/ATCC: 106; SK-MEL-28: 102; HOP-92: 99; UACC-257: 104

What do the screens show for `Cc1cc(C)cc(Oc2cccc(-c3c(C)nnn3C3CCN(CCN(C)C)CC3)n2)c1`?
UACC-62: 18; M14: 7.1*; SK-MEL-5: -53*; EKVX: 40; A549/ATCC: 30; SK-MEL-28: 19; HOP-92: -9.6*; UACC-257: -32*

What do the screens show for `O=C1C=C(O)c2ccccc2C1=O.[Ag]`?
UACC-62: 108; M14: 91; SK-MEL-28: 92; UACC-257: 76

What do the screens show for `Cc1cccc(Cc2cnc(NC(=O)CSc3nnc(Cc4ccccc4Nc4c(Cl)cccc4Cl)o3)s2)c1`?
UACC-62: 101; M14: 84; SK-MEL-5: 100; EKVX: 85; A549/ATCC: 67; SK-MEL-28: 112; HOP-92: 89; UACC-257: 99

2 entries picked at random from the list so far, as already listed:
What do the screens show for `Fc1cc2c(cc1Cl)N(c1ncnc3ccc(-c4cnc5cncn5c4)cc13)CC2`?
UACC-62: 89; M14: 93; SK-MEL-5: 103; EKVX: 82; A549/ATCC: 92; SK-MEL-28: 97; HOP-92: 87; UACC-257: 104

What do the screens show for `O=[N+]([O-])c1ccc(N/N=C\c2ccc(Cl)c(Cl)c2)nc1`?
UACC-62: 98; M14: 114; SK-MEL-5: 118; EKVX: 92; A549/ATCC: 96; SK-MEL-28: 111; UACC-257: 95

Next part:
How did CCOC(=O)C(=O)CC(=O)/C=C/c1ccccc1 do in these assays?
UACC-62: 104; M14: 102; SK-MEL-5: 105; A549/ATCC: 101; SK-MEL-28: 108; UACC-257: 104

Results for CCN(Cc1cccc(S(=O)(=O)O)c1)c1ccc(C(=C2C=CC(=[N+](C)C)C=C2)c2ccc(N(C)C)cc2)c(S(=O)(=O)O)c1 ?
UACC-62: 94; M14: 106; SK-MEL-5: 108; EKVX: 105; A549/ATCC: 101; SK-MEL-28: 112; HOP-92: 118; UACC-257: 111

How did O=c1cc(-c2ccc3c(c2)OCCO3)oc2cc(Cl)ccc12 do in these assays?
UACC-62: 65; M14: 61; SK-MEL-5: 76; EKVX: 28; A549/ATCC: 11; SK-MEL-28: 21; HOP-92: -8.2*; UACC-257: 53

How did COc1c(N2CC3CCCNC3C2)c(F)cc2c(=O)c(C(=O)N/N=C/c3ccc(N(C)C)cc3)cn(C3CC3)c12 (stereo not drawn) do in these assays?
UACC-62: 100; SK-MEL-5: 84; EKVX: 86; A549/ATCC: 89; SK-MEL-28: 98; HOP-92: 70; UACC-257: 106

How did CCCC(=O)Nc1ccc(N)cc1OC do in these assays?
UACC-62: 91; M14: 103; SK-MEL-5: 99; EKVX: 112; A549/ATCC: 73; SK-MEL-28: 101; HOP-92: 82; UACC-257: 73

How did CC(C)=CCC1=C(O)c2ccccc2C(=O)C1=O do in these assays?
UACC-62: 62; M14: 77; SK-MEL-5: 50; EKVX: 100; A549/ATCC: 69; UACC-257: 61

Results for CN(C)c1ccc(C(=NO)c2ccc(N(C)C)cc2)cc1 ?
UACC-62: 28; M14: 17; SK-MEL-5: 14; EKVX: 51; A549/ATCC: 31; SK-MEL-28: 56; HOP-92: 38; UACC-257: 41

How did C=CCn1c(C)nc2cc(Nc3nc(Nc4ccc5nc(C)n(CC=C)c5c4)nc4ccccc34)ccc21 do in these assays?
UACC-62: 96; M14: 109; SK-MEL-5: 100; EKVX: 97; A549/ATCC: 96; SK-MEL-28: 106; HOP-92: 80; UACC-257: 102

How did COc1cc(/C=C/C(=O)c2c(C)nc3ccccc3c2C)ccc1OCCCCOc1cc2c(cc1OC)C(=O)N1CCC[C@H]1C=N2 do in these assays?
UACC-62: -99*; SK-MEL-5: -100*; EKVX: -26*; A549/ATCC: -53*; SK-MEL-28: -86*; HOP-92: -49*; UACC-257: -88*

What do the screens show for `CCCN(c1ccc(OC)cc1)c1nc(-c2ccc(Br)cc2)cs1`?
UACC-62: 91; M14: 97; SK-MEL-5: 102; EKVX: 93; A549/ATCC: 93; SK-MEL-28: 103; HOP-92: 97; UACC-257: 101

Results for O=C1/C(=C/c2ccc(Cl)cc2)COc2ccc(O)c(O)c21 ?
UACC-62: 4.2*; M14: 31; SK-MEL-5: 56; EKVX: 52; A549/ATCC: 43; SK-MEL-28: 60; HOP-92: -5.3*; UACC-257: 10

Results for C#CCSc1ncnc2nc[nH]c12 ?
UACC-62: 88; M14: 104; SK-MEL-5: 97; EKVX: 114; A549/ATCC: 103; SK-MEL-28: 107; HOP-92: 115; UACC-257: 90

What do the screens show for `CC1SC(c2ccc(Br)cc2)N(NC(=O)CCC(=O)c2nc3ncccc3[nH]2)C1=O` (stereo not drawn)?
UACC-62: 90; M14: 101; SK-MEL-5: 99; EKVX: 98; A549/ATCC: 99; SK-MEL-28: 112; HOP-92: 88; UACC-257: 104

What do the screens show for `O=c1c2cc(F)cc(Cl)c2sc2c(Cl)nc3ccccc3c12`?
UACC-62: 92; M14: 100; EKVX: 98; A549/ATCC: 111; SK-MEL-28: 108; HOP-92: 99; UACC-257: 114

Results for Cc1cccc(NC(=O)c2sc3nc4c(cc3c2N)CN(Cc2ccccc2)CC4)c1C ?
UACC-62: 43; M14: 4.3*; SK-MEL-5: 40; EKVX: 44; A549/ATCC: 31; SK-MEL-28: 68; HOP-92: 35; UACC-257: 88

How did C=CCn1c(SCC(=O)Nc2cccc(C(=O)/C=C/c3ccc(OC)c(OC)c3)c2)nc2ccccc2c1=O do in these assays?
UACC-62: 75; M14: 114; SK-MEL-5: 98; EKVX: 100; A549/ATCC: 89; SK-MEL-28: 102; HOP-92: 85; UACC-257: 108

How did O=C(N/N=C/c1c(Cl)cccc1Cl)c1cccc(Nc2ccnc(C(F)(F)F)c2)c1 do in these assays?
UACC-62: 72; M14: 81; SK-MEL-5: 55; EKVX: 74; A549/ATCC: 107; SK-MEL-28: 99; HOP-92: 60; UACC-257: 102

What do the screens show for `COc1cc(C(=O)N2CCN(C(=O)c3cc(OC)c(OCc4ccccc4)cc3N)CC2)c(N)cc1OCc1ccccc1`?
UACC-62: 114; M14: 111; SK-MEL-5: 71; EKVX: 91; A549/ATCC: 107; SK-MEL-28: 123; HOP-92: 86; UACC-257: 99

Results for NC1=NC2(Cc3ccccc3C2=O)n2c(nc3ccccc32)N1 (stereo not drawn) ?
UACC-62: 87; M14: 108; SK-MEL-5: 90; EKVX: 79; A549/ATCC: 91; SK-MEL-28: 104; HOP-92: 88; UACC-257: 102

Sorted by SMILES length (ascending): some entries from above
What do the screens show for `O=c1c2cc(F)cc(Cl)c2sc2c(Cl)nc3ccccc3c12`?
UACC-62: 92; M14: 100; EKVX: 98; A549/ATCC: 111; SK-MEL-28: 108; HOP-92: 99; UACC-257: 114

How did O=C(N/N=C/c1c(Cl)cccc1Cl)c1cccc(Nc2ccnc(C(F)(F)F)c2)c1 do in these assays?
UACC-62: 72; M14: 81; SK-MEL-5: 55; EKVX: 74; A549/ATCC: 107; SK-MEL-28: 99; HOP-92: 60; UACC-257: 102

How did C=CCn1c(SCC(=O)Nc2cccc(C(=O)/C=C/c3ccc(OC)c(OC)c3)c2)nc2ccccc2c1=O do in these assays?
UACC-62: 75; M14: 114; SK-MEL-5: 98; EKVX: 100; A549/ATCC: 89; SK-MEL-28: 102; HOP-92: 85; UACC-257: 108
